SF1 activator – SF-1 (human) activation; CHO-K1 Gal4-SF-1 LBD luciferase reporter; % increase over DMSO SF-1-specific signal; Q13285; 65,000 compounds, 1.9% hits; activation, % at 10 µM;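 active means activation above the mean activation of all tested compounds plus 3 SD, cut at about 50% in these data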
Target sequence (Q13285 whole entry, looked up, the tested form may be a part): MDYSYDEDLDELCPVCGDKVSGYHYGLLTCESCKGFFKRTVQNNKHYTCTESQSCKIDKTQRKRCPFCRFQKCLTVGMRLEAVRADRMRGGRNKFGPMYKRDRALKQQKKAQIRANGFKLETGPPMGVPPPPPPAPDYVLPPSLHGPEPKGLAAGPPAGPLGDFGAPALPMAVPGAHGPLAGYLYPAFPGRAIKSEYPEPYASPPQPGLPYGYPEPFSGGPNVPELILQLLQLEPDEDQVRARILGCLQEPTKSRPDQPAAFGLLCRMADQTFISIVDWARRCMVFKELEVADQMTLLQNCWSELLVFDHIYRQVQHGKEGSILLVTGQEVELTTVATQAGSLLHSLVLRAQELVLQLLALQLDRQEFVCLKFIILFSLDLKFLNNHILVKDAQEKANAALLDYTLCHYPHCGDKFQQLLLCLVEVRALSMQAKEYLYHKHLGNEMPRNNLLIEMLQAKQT
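Test system: transient Gal4-SF-1 LBD reporter, CHO-K1; Amount: 4,000 CHO-K1 cells per well; Doses: 10 µM only; Timing: compound exposure 20 h at 37 °C; Signal: luciferase light emission; Read-out basis: percent activation relative to DMSO median and mock-transfected background; Control set: DMSO negative control and −SF1 background wells; Replicates: one test per compound.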
NADH enzymes – inhibition of NAD/NADH coupling enzymes, library profiling. 65,000 compounds, 0.02% hits. IC50, µM (highest dose often 10 µM), for the others: at the highest dose inhibition. coupled PK/LDH NADH assays, four targets;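 active means single-dose screening hits from any of four coupled enzyme assays that gave an IC50 when retested across doses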;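 further: the DPM-DC format reads NADH fluorescence rather than 340 nm absorbance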
tolC growth inh – E. coli tolC mutant growth inhibition | E. coli BW25113 tolC mutant growth, OD615 | growth inhibition, % at 10 µM (by protocol) | 65,000 compounds, 2.2% hits;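 active means growth inhibition at or above a cutoff equal to the mean over every tested compound plus 3 SD, cut at about 60% in these data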;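 further: growth measured after 20 h incubation at 37 °C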
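Signal: optical density read at 615 nm; Assay system: E. coli ΔtolC::kan strain BW25113; Times: 20 h incubation with compound, 37 °C; Dosing: 10 µM final, single dose.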
RORA act – activates the human nuclear receptor RORA; 65,000 compounds, 1.5% hits; activation, % at 10 µM; CHO-K1 Gal4-RORA LBD luciferase reporter, luminescence; percent increase over mock-subtracted basal signal; P35398;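 active means activation above the mean of all tested compounds plus 3 SD, cut at about 49% in these data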;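 further: 0% = DMSO-treated RORA cells and 100% = added signal equal to DMSO minus mock-transfected cells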
HTR1A agonist – agonists of human 5-HT1a serotonin receptor; activation, % at 10 µM; CHO 5-HT1a Ga15 NFAT-bla reporter, FRET ratio; 0% basal, 100% maximal reference agonist; P08908; AID 567; 65,000 compounds, 0.56% hits;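 active means activation above the screen-wide mean activation plus 3 SD, cut at about 19% in these data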;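 further: 0% = DMSO wells and 100% = 5-CT at EC100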
Target sequence (P08908 whole entry, looked up): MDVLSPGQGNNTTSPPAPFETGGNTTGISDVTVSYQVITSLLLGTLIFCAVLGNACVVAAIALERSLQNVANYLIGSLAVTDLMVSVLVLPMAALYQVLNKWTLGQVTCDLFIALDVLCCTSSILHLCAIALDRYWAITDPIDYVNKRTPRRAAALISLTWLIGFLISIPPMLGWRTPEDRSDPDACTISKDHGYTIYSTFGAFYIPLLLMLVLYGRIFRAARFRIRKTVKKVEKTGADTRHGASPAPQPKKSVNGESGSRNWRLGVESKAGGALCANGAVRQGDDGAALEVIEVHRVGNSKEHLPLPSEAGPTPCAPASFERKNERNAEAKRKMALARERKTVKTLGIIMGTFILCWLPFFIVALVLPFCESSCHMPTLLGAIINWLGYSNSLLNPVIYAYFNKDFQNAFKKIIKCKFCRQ
5HT1E ag – agonists of human 5-HT1E serotonin receptor; AID 574; 65,000 compounds, 0.69% hits; P28566; activation, % at 6 µM; CHO 5-HT1E Ga15 NFAT-bla reporter, FRET; 0% DMSO wells, 100% control agonist wells;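 active means activation above a set limit, the screen-wide mean activation plus 3 SD, cut at about 8.5% in these data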;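 further: 100% = positive control agonist at 1 µM giving full maximal response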
5HT1E antag – blocks the human 5-HT1E serotonin receptor. inhibition, % at 6 µM. AID 571. 65,000 compounds, 0.99% hits. CHO 5-HT1E Ga15 NFAT-bla reporter, FRET, antagonist;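 active means inhibition above a set limit, the mean inhibition across every tested compound plus 3 SD, cut at about 29% in these data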;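 further: signal is the 460 over 535 nm emission ratio of beta-lactamase substrate; 0% = agonist plus DMSO wells and 100% = wells without agonist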
5HT1a antag – blocks the human serotonin 5-HT1a receptor | P08908 | CHO 5-HT1a Ga15 NFAT-bla reporter, antagonist mode | inhibition, % at 10 µM | 62,000 compounds, 0.68% hits;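 active means inhibition above the mean of all tested compounds plus 3 SD, cut at about 43% in these data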;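 further: receptor stimulated by 5-CT agonist at 100 nM near EC80; beta-lactamase reporter measured by ratiometric fluorescence of a cleavable substrate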
MMP-13 inhibitor – inhibitors of human MMP13. MMP-13 fTHP FRET cleavage, Mca fluorescence. P45452. 65,000 compounds, 0.07% hits. inhibition, % at 4 µM;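 active means inhibition above the mean of compound-free control plate wells plus 3 SD, cut at about 14% in these data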;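 further: 0% = DMSO wells and 100% = wells with reference MMP-13 inhibitor after basal subtraction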
* hit, by the source's call; [ ] = another dose, or the depositor's remark.

What do the screens show for `CCOC(=O)COc1ccc(Oc2nc(C)cc(OC)n2)nn1`?
SF1 activator: 15.5; NADH enzymes: 4.0%; tolC growth inh: 7.2; RORA act: -24.8; HTR1A agonist: -2.5; 5HT1E ag: 0.3; 5HT1E antag: -0.1; MMP-13 inhibitor: 5.8

What do the screens show for `Cc1ccc(-c2nc(CSCC(=O)N3CCOCC3)c(C)o2)cc1`?
SF1 activator: 13.5; NADH enzymes: 5.0%; tolC growth inh: 4.9; RORA act: -27.4; HTR1A agonist: -2.2; 5HT1E ag: -0.5; 5HT1E antag: -0.1; 5HT1a antag: 3.9; MMP-13 inhibitor: -13.5

Results for CSCC[C@H](NC(=O)NCCc1ccc(F)cc1)C(=O)O ?
SF1 activator: 3.3; NADH enzymes: 1.0%; tolC growth inh: -23.1; RORA act: -14.5; HTR1A agonist: -3.2; 5HT1E ag: 0.0; 5HT1E antag: -13.1; 5HT1a antag: -2.1; MMP-13 inhibitor: -2.1

Results for CC1CN(C2CCN(C(=O)c3ccccc3Cl)CC2)CC(C)O1 (centres undefined) ?
SF1 activator: 0.9; NADH enzymes: 15.0%; tolC growth inh: 1.1; RORA act: -0.1; HTR1A agonist: 1.8; 5HT1E ag: -0.4; 5HT1E antag: 0.1; MMP-13 inhibitor: 5.0

How did CC(=O)Nc1c(C(=O)O)oc2ccc(Cl)cc12 do in these assays?
SF1 activator: 14.1; NADH enzymes: 5.0%; tolC growth inh: -4.1; RORA act: -6.9; HTR1A agonist: -5.0; 5HT1E ag: 1.0; 5HT1E antag: -2.5; 5HT1a antag: -1.0; MMP-13 inhibitor: -5.1

What do the screens show for `O=C(c1cnc2n(c1=O)CCS2)N1CCN(C(c2ccccc2)c2ccc(Cl)cc2)CC1` (centres undefined)?
SF1 activator: 30.6; NADH enzymes: 2.0%; tolC growth inh: 25.2; RORA act: 13.7; HTR1A agonist: 3.0; 5HT1E ag: -0.3; 5HT1E antag: -4.7; 5HT1a antag: 8.4; MMP-13 inhibitor: 1.3

How did Cc1onc(-c2ccccc2)c1C(=O)NCCN1CCOCC1 do in these assays?
SF1 activator: -7.2; NADH enzymes: 2.0%; tolC growth inh: -11.6; RORA act: -16.4; HTR1A agonist: -2.2; 5HT1E ag: 0.3; 5HT1E antag: -1.2; 5HT1a antag: -5.2; MMP-13 inhibitor: -19.3

How did CCOC(=O)C1=C(C)NC(SC(C)=O)=NC1c1ccc(OC(C)=O)c(OC)c1 (centres undefined) do in these assays?
SF1 activator: -0.2; NADH enzymes: 5.0%; tolC growth inh: -11.4; RORA act: 19.9; HTR1A agonist: -0.6; 5HT1E ag: -1.0; 5HT1E antag: 3.3; 5HT1a antag: -1.7; MMP-13 inhibitor: 0.0

What do the screens show for `Nc1cc(Cl)ccc1Oc1ccccc1`?
SF1 activator: -2.4; NADH enzymes: 4.0%; tolC growth inh: 0.7; RORA act: -17.1; HTR1A agonist: -0.1; 5HT1E ag: 0.3; 5HT1E antag: 4.8; 5HT1a antag: -1.1; MMP-13 inhibitor: -0.5

What do the screens show for `CCOC(=O)c1ccn(-c2nc(-c3ccco3)cc(C(F)(F)F)n2)n1`?
SF1 activator: 0.6; NADH enzymes: 4.0%[fluoresces]; tolC growth inh: 14.3; RORA act: -6.9; HTR1A agonist: -2.8; 5HT1E ag: -0.9; 5HT1E antag: -4.4; 5HT1a antag: -0.3; MMP-13 inhibitor: -19.9

Results for O=C(C1CC1)N1CCN=C1SCc1ccc(F)cc1 ?
SF1 activator: -0.1; NADH enzymes: 2.0%; tolC growth inh: -11.5; RORA act: 11.1; HTR1A agonist: -4.8; 5HT1E ag: -0.2; 5HT1E antag: 12.2; 5HT1a antag: -1.6; MMP-13 inhibitor: 4.9

How did O=C(Nc1ccc(S(=O)(=O)C(F)F)cc1)c1cccc(S(=O)(=O)N2CCOCC2)c1 do in these assays?
SF1 activator: -2.6; NADH enzymes: 4.0%; tolC growth inh: 11.2; RORA act: -4.1; HTR1A agonist: 20.4*; 5HT1E ag: 0.4; 5HT1E antag: -1.6; 5HT1a antag: 2.1; MMP-13 inhibitor: 1.0

How did Cc1cc(C(=O)CN(Cc2ccc(F)cc2)S(=O)(=O)c2ccc3c(c2)OCCO3)c(C)n1C do in these assays?
SF1 activator: 6.2; NADH enzymes: 6.0%; tolC growth inh: 20.5; RORA act: -9.6; HTR1A agonist: -1.7; 5HT1E ag: -0.2; 5HT1E antag: 1.6; 5HT1a antag: 10.9; MMP-13 inhibitor: -3.8

How did O=C(NC1CC2CCCC(C1)N2CC(=O)N1CCCc2ccccc21)C1CCCCC1 (centres undefined) do in these assays?
SF1 activator: 2.3; NADH enzymes: 4.0%; tolC growth inh: 8.4; RORA act: -16.1; HTR1A agonist: -1.6; 5HT1E ag: 0.6; 5HT1E antag: 6.4; 5HT1a antag: 0.0; MMP-13 inhibitor: -11.9

How did Nc1nnnn1/N=C/c1ccccn1 do in these assays?
SF1 activator: 5.0; NADH enzymes: 6.0%; tolC growth inh: 9.7; RORA act: -8.5; HTR1A agonist: -0.5; 5HT1E ag: 0.0; 5HT1E antag: -1.7; MMP-13 inhibitor: 0.5

Results for COc1ccc(-n2c(Cc3cccs3)nnc2SCC(=O)Nc2ccc3c(c2)OCCO3)cc1 ?
SF1 activator: -6.9; NADH enzymes: 7.0%; tolC growth inh: 22.6; RORA act: -17.0; HTR1A agonist: 3.7; 5HT1E ag: -0.5; 5HT1E antag: 16.7; 5HT1a antag: 2.7; MMP-13 inhibitor: 7.0

How did CCNc1c2c3c(cccc3n(C)c1=O)C(=O)c1ccccc1-2 do in these assays?
SF1 activator: -12.8; NADH enzymes: 9.0%; tolC growth inh: 6.5; RORA act: -17.9; HTR1A agonist: 2.8; 5HT1E ag: 31.7*; 5HT1E antag: 20.9; 5HT1a antag: 11.0; MMP-13 inhibitor: 5.7

What do the screens show for `COc1ccccc1C1/C(=C(\O)c2c(C)nc3c(C)cccn23)C(=O)C(=O)N1CCCN(C)C` (centres undefined)?
SF1 activator: 10.0; NADH enzymes: 2.0%; tolC growth inh: -26.7; RORA act: 21.8; HTR1A agonist: -3.9; 5HT1E ag: 0.1; 5HT1E antag: -3.7; 5HT1a antag: 8.5; MMP-13 inhibitor: -0.3

How did O=C(CSc1n[nH]c(=O)[nH]c1=O)c1ccccc1 do in these assays?
SF1 activator: -3.0; NADH enzymes: 1.0%; tolC growth inh: -16.1; RORA act: -7.5; HTR1A agonist: -0.8; 5HT1E ag: 0.0; 5HT1E antag: -4.2; 5HT1a antag: -12.5; MMP-13 inhibitor: -3.2

Results for C=CCOc1ccc(CNc2nn[nH]n2)cc1 ?
SF1 activator: 3.1; NADH enzymes: 7.0%; tolC growth inh: -7.4; RORA act: 9.5; HTR1A agonist: -3.0; 5HT1E ag: -0.3; 5HT1E antag: 12.5; 5HT1a antag: 0.6; MMP-13 inhibitor: -0.1

How did COc1ccccc1NC(=O)N(Cc1ccco1)Cc1cc2ccc(C)c(C)c2[nH]c1=O do in these assays?
SF1 activator: 24.7; NADH enzymes: 2.0%; tolC growth inh: 60.1; RORA act: 37.1; HTR1A agonist: 0.0; 5HT1E ag: -0.4; 5HT1E antag: 17.1; 5HT1a antag: 36.0; MMP-13 inhibitor: 1.7

What do the screens show for `COc1cc(OC)c(C(=O)Nc2ncn[nH]2)cc1OC`?
SF1 activator: -9.3; NADH enzymes: 3.0%; tolC growth inh: -8.6; RORA act: -1.6; HTR1A agonist: -3.3; 5HT1E ag: -1.2; 5HT1E antag: 1.3; 5HT1a antag: 1.1; MMP-13 inhibitor: -2.0

What do the screens show for `Cc1cc(C(=O)NC(C)C2CCCO2)cs1` (centres undefined)?
SF1 activator: 3.0; NADH enzymes: 6.0%; tolC growth inh: -7.2; RORA act: -17.9; HTR1A agonist: 0.6; 5HT1E ag: -0.8; 5HT1E antag: -0.3; 5HT1a antag: 0.7; MMP-13 inhibitor: -0.7

How did O=C1c2oc3ccccc3c(=O)c2C(c2ccc(Cl)cc2)N1c1ncccn1 (centres undefined) do in these assays?
SF1 activator: 1.1; NADH enzymes: 3.0%; tolC growth inh: -8.3; RORA act: -4.8; HTR1A agonist: -1.4; 5HT1E ag: 0.4; 5HT1E antag: -8.1; 5HT1a antag: -1.9; MMP-13 inhibitor: 0.1

How did COC(=O)Cn1c(=N)n(CCN2CCCCC2)c2ccccc21 do in these assays?
SF1 activator: -9.8; NADH enzymes: 5.0%; tolC growth inh: -13.8; RORA act: 12.3; HTR1A agonist: -2.0; 5HT1E ag: -0.1; 5HT1E antag: 6.5; 5HT1a antag: 16.3; MMP-13 inhibitor: -2.1

How did CC1CC(C)CN(C(=O)COC(=O)CNS(=O)(=O)/C=C/c2ccccc2)C1 (centres undefined) do in these assays?
SF1 activator: 4.7; NADH enzymes: 11.0%; tolC growth inh: 5.3; RORA act: 7.5; HTR1A agonist: -4.9; 5HT1E ag: -0.7; 5HT1E antag: -3.1; 5HT1a antag: 3.2; MMP-13 inhibitor: -4.2

Results for CC(C)CN(C(=O)COC(=O)c1cc2ccccc2oc1=O)C1CCS(=O)(=O)C1 (centres undefined) ?
SF1 activator: -2.8; NADH enzymes: 6.0%; tolC growth inh: -16.2; RORA act: -13.5; HTR1A agonist: -1.1; 5HT1E ag: -0.3; 5HT1E antag: -13.3; 5HT1a antag: -11.9; MMP-13 inhibitor: -13.1

What do the screens show for `O=C(Nc1nc2ccccc2n1CCN1CCOCC1)c1cn(-c2ccccc2)nc1-c1ccccc1`?
SF1 activator: -1.2; NADH enzymes: 1.0%; tolC growth inh: 36.0; RORA act: 6.9; HTR1A agonist: 1.7; 5HT1E ag: -0.3; 5HT1E antag: -1.8; 5HT1a antag: 32.6; MMP-13 inhibitor: -8.4

How did O=C(CCCC(=O)N1CCN(c2ccccc2F)CC1)N1CCN(c2ccccc2F)CC1 do in these assays?
SF1 activator: -8.6; NADH enzymes: 5.0%; tolC growth inh: -13.6; RORA act: -9.7; HTR1A agonist: -1.1; 5HT1E ag: -0.4; 5HT1E antag: 8.1; 5HT1a antag: -3.4; MMP-13 inhibitor: -3.3

How did CCOc1ccc2nc(NC(=O)C3CCN(S(=O)(=O)c4cnc[nH]4)CC3)sc2c1 do in these assays?
SF1 activator: -3.3; NADH enzymes: 3.0%; tolC growth inh: 0.2; RORA act: -42.8; HTR1A agonist: -1.5; 5HT1E ag: -0.4; 5HT1E antag: 16.6; 5HT1a antag: 14.1; MMP-13 inhibitor: 7.7

Results for COc1cc(C2C3C(C)N(C)C(=O)N(C)C3N(C)C(=O)N2C)ccc1O (centres undefined) ?
SF1 activator: -22.5; NADH enzymes: 3.0%; tolC growth inh: -7.3; RORA act: -13.2; HTR1A agonist: 0.3; 5HT1E ag: 0.1; 5HT1E antag: 8.1; 5HT1a antag: 0.4; MMP-13 inhibitor: 3.9

Results for CCOC(=O)N1CCN(C(=O)c2ccc(CS(=O)(=O)c3c(Cl)cccc3Cl)o2)CC1 ?
SF1 activator: 18.4; NADH enzymes: 2.0%; tolC growth inh: -8.3; RORA act: 21.3; HTR1A agonist: 0.2; 5HT1E ag: 0.3; 5HT1E antag: -3.7; 5HT1a antag: -11.2; MMP-13 inhibitor: 4.6

Source: PubChem
